Giardia kill: Small Molecules that selectively kill Giardia lamblia: qHTS. Giardia lamblia trophozoite viability. activity change, % at 7.66 µM, hits read low. 0.15% of 340,000 active; in the data active = activity change below about -80%; inconclusive = between about -30% and that limit;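 also: parasites exposed to compound for two days anaerobically before the ATP read; % is scaled to controls: 0 for no effect and ±100 for the full control effect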
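Killing of trophozoites was scored by loss of ATP luminescence after a 48 hrs anaerobic exposure to compounds at 37 deg C, using 100 cells per well.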
PKM2 activator: qHTS Assay for Activators of Human Muscle isoform 2 Pyruvate Kinase; purified PKM2, Kinase-Glo ATP luminescence, activation; response scale: 0% is enzyme alone, no compound; Potency, µM (top dose mostly 57.5 µM), for the others: at the top dose activation, most hits filed as activators; 0.34% of 260,000 active; AID 1631, 2009; also: potency is read from the fitted curve at half-maximal effect; % is scaled to controls: 0 for no effect and ±100 for the full control effect; nearly all actives have a fitted effect of over 55% in size
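Kinase-Glo luminescence reports ATP generated from ADP (0.1 mM) and PEP (0.5 mM) by purified hPK-M2 after 1 h at room temperature, pH 7.2 imidazole buffer; intermediate enzyme activity allows detecting inhibitors and activators.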
FLuc modulator: qHTS profiling assay for firefly luciferase inhibitor/activator using purifed enzyme and Km concentrations of substrates (counterscreen for miR-21 project); Luciferin 4-monooxygenase (Photinus pyralis), P08659; purified FLuc, Km substrates, luminescence inhibition; Potency, µM (highest dose often 57.5 µM), inactives show top-dose activity change, negative = inhibition, usual class: inhibitors; 6.9% of 360,000 active; AID 588342, 2011;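 also: potency is read from the fitted curve at half-maximal effect; plate controls were vehicle for no effect and reference inhibitor for full effect; nearly all actives have a fitted effect of over 55% in size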
Target sequence (P08659 whole entry, looked up): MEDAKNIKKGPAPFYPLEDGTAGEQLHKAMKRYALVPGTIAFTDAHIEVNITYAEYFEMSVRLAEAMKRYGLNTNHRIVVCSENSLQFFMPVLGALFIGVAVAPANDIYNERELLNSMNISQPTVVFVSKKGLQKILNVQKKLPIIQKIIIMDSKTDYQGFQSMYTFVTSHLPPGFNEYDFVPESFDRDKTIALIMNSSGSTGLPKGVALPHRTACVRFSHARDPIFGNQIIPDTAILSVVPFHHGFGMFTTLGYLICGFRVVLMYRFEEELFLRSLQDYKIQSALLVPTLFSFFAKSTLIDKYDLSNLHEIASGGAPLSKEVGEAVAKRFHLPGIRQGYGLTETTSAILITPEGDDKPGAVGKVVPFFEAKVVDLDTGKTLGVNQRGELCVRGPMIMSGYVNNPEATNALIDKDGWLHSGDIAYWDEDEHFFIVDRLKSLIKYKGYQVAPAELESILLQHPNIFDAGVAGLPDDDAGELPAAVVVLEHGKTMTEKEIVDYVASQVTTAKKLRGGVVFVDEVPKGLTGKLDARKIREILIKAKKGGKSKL
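Purified P. pyralis luciferase, 10 nM final, with Km-level 10 uM D-luciferin and 10 uM ATP in 50 mM Tris acetate pH 7.5, 10 mM Mg acetate, 0.01% Tween-20, 0.05% BSA; 6-point qHTS titration about 60 µM downward; luminescence read.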
NPC1 prom act: qHTS Assay for NPC1 Promoter Activators. Huh7 NPC1 promoter luciferase reporter, 24 h. Potency, µM (titrated, usually from 9.22 µM), without a hit: at the highest dose activation, usual class: activators. 2.4% of 320,000 active. AID 485313, 2010;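 also: potency is read from the fitted curve at half-maximal effect; % of control where 0% means no effect; nearly all actives have a fitted effect of over 60% in size; reporter is driven by a mutant NPC1 promoter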
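Stable NPC1-promoter luciferase Huh7 line; cpd (DMSO) 24 h, 37 °C, 5% CO2; Amplite luciferase reagent 10 min RT; luminescence readout. qHTS format.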
Rab9 prom act: qHTS Assay for Rab9 Promoter Activators | AID 485297, 2010 | Huh7 Rab9 promoter-luciferase reporter, luminescence, 24 h | Potency, µM (titrated, usually from 9.22 µM), inactives show at the top dose activation, negative = inhibition, actives largely listed as activators | 2.8% of 320,000 active; also: potency is read from the fitted curve at half-maximal effect; % of control where 0% means no effect; nearly all actives have a fitted effect of over 60% in size
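Steps: seed 1500 Huh7 Rab9-luc cells per well, rest 2 h at 37 °C; add compound in DMSO; incubate 24 h; add luciferase reagent, 10 min ambient; read luminescence.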
BRCA1 expr up: qHTS Assay to Identify Small Molecule Activators of BRCA1 Expression; Potency, µM (series often up to 46.1 µM), inactives show top-dose activation, most hits filed as activators; 1.1% of 380,000 active; AID 624202, 2012; MCF7-BRCA1-FFLuc reporter, luminescence, 48 h; response scale: scaled: vehicle 0%, 10 µM genistein 100%; also: potency is read from the fitted curve at half-maximal effect; nearly all actives have a fitted effect of over 80% in size; some results filed as inactive show a strong effect at the top dose
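Quantitative HTS in MCF7 cells stably reporting BRCA1 expression via firefly luciferase. Compound treatment lasts 48 h at 37 °C in phenol-red free MEM. Activation is expressed relative to genistein at 10 microM and DMSO.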
VP16 counter: VP16 counterscreen qHTS for inhibitors of ROR gamma transcriptional activity | Drosophila S2 Gal4-VP16 UAS-luciferase, luminescence, 20 h | Potency, µM (series often up to 53.6 µM), for the others: at the top dose activity, negative = inhibition, usual class: inhibitors | 3.5% of 310,000 active | AID 2546, 2010;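 also: Gal4-VP16 expression switched on by copper sulfate through the metallothionein promoter; potency is read from the fitted curve at half-maximal effect; % is scaled to controls: 0 for no effect and ±100 for the full control effect; nearly all actives have a fitted effect of over 50% in size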
ELG1 genotoxic: qHTS screen for small molecules that induce genotoxicity in human embryonic kidney (HEK293T) cells expressing luciferase-tagged ELG1; HEK293T ELG1-luciferase reporter, luminescence, 16 h; 1.3% of 330,000 active; Potency, µM (doses to about 46 µM), inactives show top-dose activity change, positive = activation, usual class: activators; also: potency is read from the fitted curve at half-maximal effect; % of control where 0% means no effect; nearly all actives have a fitted effect of over 60% in size
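After overnight (16 hr) compound treatment at 37 °C, ELG1-luciferase HEK293T cells were lysed with ONE-Glo; luminescence quantified 30 min later at room temperature.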
RORgamma inh: qHTS for inhibitors of ROR gamma transcriptional activity; Drosophila S2 Gal4-RORgamma UAS-luciferase reporter, 20 h; Potency, µM (highest dose often 53.6 µM), for the others: at the highest dose activity change, negative = inhibition, usual class: inhibitors; 5.4% of 310,000 active; AID 2551, 2010; also: potency is read from the fitted curve at half-maximal effect; % is scaled to controls: 0 for no effect and ±100 for the full control effect; nearly all actives have a fitted effect of over 60% in size
Target sequence (P51450 whole entry, looked up, the tested form may be a part): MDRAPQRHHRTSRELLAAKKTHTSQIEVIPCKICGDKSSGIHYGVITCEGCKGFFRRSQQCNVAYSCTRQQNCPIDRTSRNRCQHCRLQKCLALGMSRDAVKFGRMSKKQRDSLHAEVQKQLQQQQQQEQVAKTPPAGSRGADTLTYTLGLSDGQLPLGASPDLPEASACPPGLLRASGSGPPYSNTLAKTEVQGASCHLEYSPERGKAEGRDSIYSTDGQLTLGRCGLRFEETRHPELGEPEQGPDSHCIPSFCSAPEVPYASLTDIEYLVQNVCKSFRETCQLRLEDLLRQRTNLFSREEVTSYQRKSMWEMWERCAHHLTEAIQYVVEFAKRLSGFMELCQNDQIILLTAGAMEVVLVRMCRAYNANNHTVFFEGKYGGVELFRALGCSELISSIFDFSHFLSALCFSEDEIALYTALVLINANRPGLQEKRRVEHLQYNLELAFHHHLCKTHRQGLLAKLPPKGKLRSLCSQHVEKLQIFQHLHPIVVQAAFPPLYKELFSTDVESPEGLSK
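In this cell-based reporter format, copper sulfate (700 uM final) drives Gal4–ROR gamma fusion expression from a metallothionein promoter in Drosophila Schneider cells; compounds preincubated 1 hr, reporter read after 20 hr at ambient temperature.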
p53 reactivator: qHTS assay for re-activators of p53 using a Luc reporter; H1299 p53-A138V BP100-luciferase reporter, luminescence, 24 h; Potency, µM (doses to about 92.2 µM), inactives show at the top dose activity change, positive = activation, hits mostly activators; 0.063% of 320,000 active; AID 504706, 2011; also: potency is read from the fitted curve at half-maximal effect; % of control where 0% means no effect; nearly all actives have a fitted effect of over 45% in size
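H1299 (p53-null), stable ts p53-A138V + BP100-Luc; 1000 cells/well, Opti-MEM/10% FBS; cpd 4 pt, 1:5; 24 h, 37 deg C, 5% CO2; detection reagent 10 min RT; luminescence.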
Menin-MLL TR inh: qHTS Assay for Inhibitors Targeting the Menin-MLL Interaction in MLL Related Leukemias: Competition With Texas Red Labeled MLL-derived Mutant Peptide | Potency, µM (series often up to 61.6 µM), for inactives: at the top dose FP activity change, negative = inhibition, most hits filed as inhibitors | AID 1768, 2009 | 0.23% of 270,000 active | Menin + Texas Red MLL mutant peptide, fluorescence polarization | O00255; active = well fitted inhibition curve with a large enough effect in the polarisation, with a control signal flat, not every such curve was filed as active; inconclusive = small, poorly fitted or top-dose-only effect, or effect the other way, or a change in a side signal; inactive = no such curve, though single readings can be large or run the other way; the % refers to the polarisation; also: potency is read from the fitted curve at half-maximal effect; % of control where 0% means no effect; many of its hits are not listed in these tables
An asterisk follows results filed as active; ? = inconclusive; . = no result given; [ ] = another dose, or the depositor's remark. Unless noted, calls follow the shape of the dose curve; as a rule, active = well fitted curve in the direction sought with a large enough effect; inconclusive = small, poorly fitted or top-dose-only effect, or another doubt; inactive = no such curve, though single readings can be large; an effect the other way counts as inactive or inconclusive.

SMILES | Giardia kill | PKM2 activator | FLuc modulator | NPC1 prom act | Rab9 prom act | BRCA1 expr up | VP16 counter | ELG1 genotoxic | RORgamma inh | p53 reactivator | Menin-MLL TR inh
CCCNc1c(N)c(=O)c1=O | -3 | -5% | 1% | -3% | -2% | 6% | 0% | -4% | -10% | 4% | .
O=C(CCc1nnc(CCCCc2ccccc2)o1)N1CCCC(O)C1 (configuration not stated) | -26 | -3% | -15% | -1% | 8% | 2% | 13% | 6% | 7% | 1% | .
COC(=O)C1ON2OC(C(=O)OC)C(C(=O)OC)C2C1CC(C)=O (configuration not stated) | -5 | -1% | 1% | -2% | -4% | -6% | 0% | 0% | 21% | -1% | 2%
COc1ccc(C(C)=O)cc1CSc1nnc(-c2ccncc2)o1 | -5 | . | 0% | 8% | -7% | -28% | -2% | -4% | 26% | -7% | -7%
COc1ccc(CCC(=O)NNC(=S)NCc2ccc(F)cc2)cc1 | 2 | 3% | -2% | -5% | -9% | -1% | -19% | -5% | 7.9µM* | 2% | 7%
CC(C)(C)NC(=O)C(c1ccncc1)N(C(=O)Cn1nnc(-c2ccc(F)cc2)n1)c1ccc(F)cc1 (configuration not stated) | -18 | -3% | 5% | -3% | -6% | 2% | 3% | -3% | 8% | -3% | 10%
CCCC1=[N+](CC(=O)c2ccc(C)cc2)CCn2cccc21 | 1 | 9% | 1% | -4% | -1% | -84%[inhibitor] | -2% | -1% | 13% | ? | -14%
Cc1ccc(-c2nnc(N)o2)cc1 | -12 | 1% | ? | 0% | -1% | 47% | 4% | 9% | -2% | 11% | -2%
COC(=O)c1ccc(Oc2cc(C)nc(SC)n2)cc1 | -3 | 0% | 5% | -20% | -16% | -77% | -1% | 6% | -27% | 14% | -20%
CCOC(=O)N1CCN(C(=O)/C(=C/c2cccc3ccccc23)NC(=O)c2ccc(OC)cc2)CC1 | -14 | 1% | -3% | 2% | 2% | -5% | 5%[0.365 µM] | 0% | ? | -1% | ?
O=c1[nH]cnc(O)c1C(c1cccc([N+](=O)[O-])c1)c1c(O)nc[nH]c1=O | -14 | 3% | 3% | 1% | 4% | 38% | 1% | -5% | -13% | -2% | .
CC1(C)CC(=O)C=C(c2ccc(Oc3ccccc3)cc2)C1 | -7 | . | ? | ? | 2% | ? | . | 5% | . | ? | .
C#CCOCCOCCOCCNc1nc(N2CCN(C(=O)[C@H](CCCCN)n3cc([C@@H](N)CO)nn3)CC2)nc(N2CCN(C(=O)[C@H](Cc3ccc(O)cc3)n3cc([C@@H](N)CC(C)C)nn3)CC2)n1 | -25 | 4% | 4% | -3% | -3% | -1% | -2% | 0% | -24% | 1% | -15%
Cn1c(SCc2ccccc2)nnc1-c1ccc(O)cc1 | 5 | 1% | -17% | ? | 26% | 92% | ? | 15% | ? | ? | ?
O=C(NCC(F)(F)F)Nc1ccccn1 | 3 | -4% | 5% | -1% | 13% | 9% | 5% | -1% | 0% | 0% | 2%
COc1ccc(Nc2ccc(C(N)=O)cc2[N+](=O)[O-])cc1 | -11 | -7% | -2% | -1% | -7% | -23% | -12% | -5% | 16% | 4% | -11%
CCC(=O)OCn1nnc2ccccc2c1=O | 2 | 2% | 1% | 5% | -4% | -3% | -10% | 3% | 0% | 0% | -4%
CCOc1cccc(C(=O)NC(=S)Nc2ccc(N3CCN(CC)CC3)cc2)c1 | -4 | -5% | ? | -1% | -3% | 3% | ? | 2% | 11µM* | -2% | 7.1µM*
O=C(CCNC(=O)c1ccc([N+](=O)[O-])cc1)Nc1cccc(S(=O)(=O)N2CCOCC2)c1 | -14 | . | 1% | 0% | -3% | -17% | . | -4% | . | -5% | .
CCOC(=O)c1cnn(-c2nc3sc4c(c3c(=O)[nH]2)CCCC4)c1N | . | 3% | ? | -1% | -2% | . | 0.79µM* | -1% | 0.56µM* | 6% | 1%
CSCCC(NC(=O)c1c(C)oc2c1CCCC2)C(=O)O (configuration not stated) | -7 | -2% | -1% | -2% | 1% | -27% | -2% | -4% | 3% | -2% | 7%
Cc1c(NC(=O)C23CC4CC(CC(C4)C2)C3)c(=O)n(-c2ccccc2)n1C | -20 | 0% | 3% | 2% | 0% | -5% | 0% | 4% | -10% | -25% | -10%
CCN(CC(=O)NC1CCCCCC1)S(=O)(=O)c1ccccc1 | 0 | 4% | -2% | -1% | -11% | 15% | 0% | -1% | 8% | 21% | 0%
O=C(CCS(=O)(=O)c1ccc(Br)cc1)NCCc1ccc(Cl)cc1 | -26 | . | 0% | 0% | -4%[1.84 µM] | -17% | -5% | -1% | -1% | 0% | 22%
C=C(C)C1Cc2c(C)nn(-c3ccccc3)c2C1 (configuration not stated) | -7 | 13% | -23% | 6% | -4% | -7% | 4% | 5% | -14% | 2% | -7%
O=C1/C(=C/c2ccccc2O)SC(=S)N1Cc1cccnc1 | 14 | -2% | 7% | -18% | -32%[inhibitor] | -83% | ? | 11% | ? | 3% | ?
CCOC(=O)c1[nH]c(C)c(C(=O)OCCOc2cccc(C)c2)c1C | -1 | 6% | -3% | -5% | 3% | -8% | -26% | 3% | -5% | 4% | 13%
Cc1ccc(S(=O)(=O)NC(=O)Nc2ncc3c(n2)CC(c2ccco2)CC3=O)cc1 (configuration not stated) | 3 | 11% | 0% | 5% | 0% | -4% | -2% | 1% | 24% | -5% | 6%
O=c1cc(O)c2sc(Nc3cccc(C(F)(F)F)c3)nc2[nH]1 | 8 | 6% | ? | -10% | -16% | 9% | 3% | -1% | 38% | 3% | ?
O=C(O)c1cccc(CN2C(=O)S/C(=C/c3ccccc3[N+](=O)[O-])C2=O)c1 | ? | 5% | -19% | 1% | -2% | -78%[inhibitor] | 0% | -1% | 7% | 15% | .
O=C(CNS(=O)(=O)c1ccc(Cl)c(C(F)(F)F)c1)NC1CCCCCC1 | -7 | . | 1% | -8% | -1% | -28% | . | 6% | . | 2% | .
O=C(OCC(=O)N1CCCC1)c1cccc(Br)c1 | 13 | 0% | -17% | 17% | 13% | 28% | -3% | ? | 3% | 13% | -2%
Cc1cccc(NC(=O)Nc2cnccn2)c1C | -3 | 4% | -11% | 1% | 13% | 0% | 4% | -2% | -38% | -8% | -5%
CN(C)CC(C)(C)CNC(=O)CC1C(=O)NCCN1Cc1ccc(-c2ccccc2)cc1 (configuration not stated) | 8 | -1% | 6% | 0% | -5% | 8% | 0% | -1% | 2% | -4% | -28%
COc1ccccc1CN1CC(C(=O)NCc2cc(C(C)C)no2)CCC1=O (configuration not stated) | -15 | -1% | 2% | -7% | -2% | 22% | -13% | -3% | -2% | 14% | .
Cc1c(NC(=O)CN2CCN(c3ccc(F)cc3)CC2)c(=O)n(-c2ccccc2)n1C | -12 | -5% | 0% | -1% | -2% | 6% | -2% | 0% | 29% | 9% | 11%
CC(C)(C)c1ccc(C(=O)Nc2ccc(CC(=O)O)cc2)o1 | -20 | 0% | 4.3µM* | -15% | -19% | -88% | 0.79µM* | -7% | 0.79µM* | -10% | -10%
O=C(Cn1c(-c2ccccn2)nc2ccccc21)NCCN1CCOCC1 | 7 | 2% | -1% | -1% | -8% | 2% | 14% | 3% | -22% | -4% | 9%
COc1ccc(CCNC(=S)NC2CCN(Cc3ccccc3)CC2)cc1OC | -4 | 13% | -3% | -2% | -8% | 8% | 0% | -9% | -13% | 2% | -18%
Cc1noc(C)c1COc1cccc(C(=O)N2CCc3ccccc32)c1 | -7 | . | -8% | -7% | 0% | -59% | -15% | -4% | 29% | -5% | ?
Cc1ccc2c(c1)c1cccc3c1n2CCN3CCC(N)=O | 17 | 8% | 6µM* | 3.2µM* | 3.2µM* | 50% | 14% | 5µM* | -40% | ? | ?

Screens as filed in PubChem BioAssay.

This is a subset, so the mix of outcomes need not match the whole.
